Assay outcomes: PubChem, National Center for Advancing Translational Sciences (NCATS)
MCF10A rerep = A quantitative high throughput screen for small molecules that induce DNA re-replication in MCF 10a normal breast cells; MCF 10A DNA re-replication, Hoechst nuclear intensity, 48 h; Potency, µM (highest dose often 46.1 µM), for the others: top-dose activity, positive = re-replication, actives largely listed as activators; actives 2.9% (n = 350,000); AID 624296, 2012; note: potency is the fitted concentration of half-maximal effect; % of control where 0% means no effect; nearly all actives have a fitted effect of over 50% in size
ATXN2 expr inh = Primary qHTS for Inhibitors of ATXN expression. Potency, µM (titrated, usually from 57 µM), for inactives: at the top dose activity change, negative = inhibition, actives largely listed as inhibitors. actives 0.72% (n = 360,000). HEK-293 ATXN2-luciferase reporter, luminescence, 24 h; note: potency is the fitted concentration of half-maximal effect; % is set by controls: 0 for no effect and ±100 for the full control effect; nearly all actives have a fitted effect of over 55% in size
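ATXN2-luciferase reporter cells (luciferase flanked by upstream and downstream ATXN2 gene portions) were treated 24 h at 37 °C with compounds at up to 57 uM. SteadyGlo luminescence gave expression; GF-AFC fluorescence gave viability.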
IL-1B inflam inh = qHTS for Inhibitors of Inflammasome Signaling: IL-1-beta AlphaLISA Primary Screen; THP-1 LPS/ATP IL-1B secretion, AlphaLISA, 16 h; hits give low values; activity change, % at 57.5 µM; actives 4.7% (n = 360,000); in the data active = activity change below about -50%; inconclusive = mostly about -30% to -49%; note: % is set by controls: 0 for no effect and ±100 for the full control effect
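THP-1 cells pretreated 1 hr with compounds (up to 57.5 uM final), then stimulated with LPS (250 ng/mL final) plus ATP (1.25 mM final); secreted IL-1B measured by AlphaLISA after 16 hr, decreased signal indicating inhibition.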
ATXN viability = Viability Counterscreen for Primary qHTS for Inhibitors of ATXN expression. S2 cells (HEK-293 line with an ATXN2-luciferase reporter) viability, CellTiter-Fluor protease fluorescence, 24 h. Potency, µM (top dose mostly 56.7 µM), most hits filed as cytotoxic. actives 0.49% (n = 400,000). AID 651635, 2014; note: potency is the fitted concentration of half-maximal effect; nearly all actives have a fitted effect of over 40% in size
KB-V1 cytotox = qHTS assay for MDR1-selective chemotherapeutics: Primary screen using the drug-selected MDR subline cells KB-V1; KB-V1 MDR cells viability, CellTiter-Glo, 72 h; Potency, µM (series often up to 46.1 µM), for inactives: at the top dose activity change, negative = cytotoxicity, usual class: cytotoxic; actives 3.4% (n = 400,000); AID 1347076, 2019; note: potency is the fitted concentration of half-maximal effect; % is set by controls: 0 for no effect and ±100 for the full control effect; nearly all actives have a fitted effect of over 60% in size
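KB-V1 cells (P-gp-expressing MDR subline of KB-3-1) in phenol-red-free DMEM with 10% FBS were exposed to library compounds over a concentration series for 72 h at 37 degrees C. Viability read by CellTiter-Glo luminescence; concentration-effect curves fitted after normalization.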
HT1080 IDH1KD tx = qHTS for induction of synthetic lethality in tumor cells producing 2HG: qHTS for the HT-1080-IDH1KD cell line; actives 2% (n = 360,000); HT-1080 IDH1 knockdown viability, ATP luminescence, 48 h; Potency, µM (top dose mostly 46.1 µM), without a hit: at the highest dose activity, negative = toxicity, usual class: cytotoxic;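 note: potency is the fitted concentration of half-maximal effect; 0% = DMSO wells and -100% = cell-free medium wells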
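Luminescent ATP read-out (CellTiter-Glo, 10 min at room temperature) after 48 h compound exposure at 37 °C gave viability of IDH1-knockdown HT-1080 cells. Activity was normalised to DMSO and cell-free wells, then fitted as concentration-response curves.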
KB-3-1 cytotox = qHTS assay for MDR1-selective chemotherapeutics: Primary screen using the parental adenocarcinoma cell KB-3-1; actives 1.4% (n = 400,000); AID 1347075, 2019; KB-3-1 viability, CellTiter-Glo ATP luminescence, 72 h; Potency, µM (top dose mostly 46.1 µM), without a hit: at the top dose activity change, negative = cytotoxic, most hits filed as cytotoxic; note: potency is the fitted concentration of half-maximal effect; % is set by controls: 0 for no effect and ±100 for the full control effect; nearly all actives have a fitted effect of over 60% in size
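Multi-concentration cytotoxicity screen in KB-3-1 cells grown in DMEM lacking phenol red with 10% FBS. After 72 h at 37 °C with compound, ATP-dependent luminescence was recorded.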
SW480 rerep = A quantitative high throughput screen for small molecules that induce DNA re-replication in SW480 colon adenocarcinoma cells; SW480 DNA re-replication, Hoechst DNA content imaging, 48 h; AID 624297, 2012; Potency, µM (doses to about 46.1 µM), for the others: top-dose re-replication activation, hits mostly activators; actives 1.8% (n = 340,000); note: potency is the fitted concentration of half-maximal effect; % of control where 0% means no effect; nearly all actives have a fitted effect of over 55% in size
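Compounds, transferred as 23 nL by pin tool, were incubated with cells for 48 hr; DNA content per nucleus was then quantified by Hoechst staining and fluorescence plate imaging.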
HT1080NT lethal = qHTS for induction of synthetic lethality in tumor cells producing 2HG: qHTS for the HT-1080-NT fibrosarcoma cell line | HT-1080-NT fibrosarcoma viability, CellTiter-Glo ATP luminescence, 48 h | Potency, µM (highest dose often 46.1 µM), for the others: top-dose activity, negative = less viability, usual class: cytotoxic | actives 1.6% (n = 360,000) | AID 686970, 2013;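 note: NT is the 2HG producing partner of a matched IDH1 knockdown line; potency is the fitted concentration of half-maximal effect; 0% = DMSO-treated cells and -100% = media-only wells without cells; nearly all actives have a fitted effect of over 55% in size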
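HT-1080-NT fibrosarcoma cells (2HG-overproducing), 750 cells/well in RPMI with 5% FBS, dosed after 2 h and incubated 48 h at 37C. CellTiter-Glo luminescence normalized to DMSO and no-cell wells; concentration-response curves fitted and classed.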
* = called active by the depositor; i = inactive; ? = inconclusive; . = not tested or not shown; [ ] = dose if it differs, or a comment. Unless noted, calls come from the whole dose curve; as a rule, active = well fitted curve in the direction sought with a large enough effect; inconclusive = small, poorly fitted or top-dose-only effect, or another doubt; inactive = no such curve, though single readings can be large; an effect the other way counts as inactive or inconclusive.

SMILES | MCF10A rerep | ATXN2 expr inh | IL-1B inflam inh | ATXN viability | KB-V1 cytotox | HT1080 IDH1KD tx | KB-3-1 cytotox | SW480 rerep | HT1080NT lethal
O=C(CSc1ccsc1[N+](=O)[O-])Nc1cc(F)ccc1F | -5% | . | -26 | i | -5% | -1% | 5% | 5% | 2%
COc1ccc(Br)cc1/C=C/C(=O)Nc1c(C)cccc1C | 18% | -8% | -13 | i | ? | ? | -2% | 11% | 2%[9.24 µM]
CCN(CC)c1ccc(/C=C2\C(=O)N(c3nnc(C)c(=O)[nH]3)N=C2C)cc1 | ? | -17% | -98* | i | 0% | ? | ? | ? | ?
Cc1ccc(NC(=O)/C(=C/c2cccc([N+](=O)[O-])c2)NC(=O)C2CCCCC2)c(C)c1 | -2% | -29% | 46 | i | -2% | 4% | 9% | 0% | 0%
CCN(C(=O)COC(=O)c1cc([N+](=O)[O-])ccc1N1CCOCC1)C1CCCCC1 | ? | 3% | -21 | ? | -10% | -13% | 2% | 11% | -3%
O=C(NCc1ccccc1)c1ccc(-c2ccccc2C(F)(F)F)o1 | ? | 30% | 16 | i | 6% | 12% | 2% | -6% | 6%
CN(C)c1ccc(NC(=O)c2cc3c(=O)n4ccccc4nc3n2C)cc1 | ? | 22% | ? | i | ? | 0% | -2% | -1% | -1%
CCOc1ccc(OCC)c(NC(=O)CNS(=O)(=O)c2cccs2)c1 | 1% | -21% | -19 | i | 4% | 0% | 0% | 0% | -8%
N#CC1=C(N)N(c2ccc(F)cc2)C2=C(C1c1ccc(O)cc1)S(=O)(=O)CC2 (stereo unspecified) | ? | -10%[11.3 µM] | 0 | i | 22% | 5% | 4% | 23% | 0%
COC(=O)c1cc(NC(=O)CN(C)C2CCS(=O)(=O)C2)cc(C(=O)OC)c1 (stereo unspecified) | 7% | -15% | -19 | i | 11% | -2% | -2% | -1% | 0%
Cc1ccc(C)c(NC(=O)CSc2c(C)cnc3c2c(=O)n(C)c(=O)n3C)c1 | . | 7% | . | ? | 14% | . | 9% | . | .
COCCNC(=S)N(c1ccccc1)C(C)C | 2% | -9% | -5 | i | -9% | -6% | 24% | 1% | -3%
N#CCCn1cc(CNC2CCC(O)CC2)c2ccccc21 (stereo unspecified) | -2% | 2% | 21 | i | 2% | 16% | ? | -1% | 16%
NC(=O)c1ccc(NS(=O)(=O)c2ccc(S(=O)(=O)N3CCCC3)cc2)cc1 | . | . | 13 | i | 7% | 5% | 4% | . | 10%
CC1CN(C(=O)c2ccccc2C(=O)c2ncc[nH]2)CC(C)O1 (stereo unspecified) | -9% | -9% | -8 | i | 13% | 0% | -5% | -19% | 8%

Compound profiles, as listed above. Screens in order: MCF10A rerep | ATXN2 expr inh | IL-1B inflam inh | ATXN viability | KB-V1 cytotox | HT1080 IDH1KD tx | KB-3-1 cytotox | SW480 rerep | HT1080NT lethal
`CCOc1ccc(OCC)c(NC(=O)CNS(=O)(=O)c2cccs2)c1` is listed with 1% | -21% | -19 | i | 4% | 0% | 0% | 0% | -8%
`CC1CN(C(=O)c2ccccc2C(=O)c2ncc[nH]2)CC(C)O1` (stereo unspecified) is listed with -9% | -9% | -8 | i | 13% | 0% | -5% | -19% | 8%
`CN(C)c1ccc(NC(=O)c2cc3c(=O)n4ccccc4nc3n2C)cc1` is listed with ? | 22% | ? | i | ? | 0% | -2% | -1% | -1%
`CCN(CC)c1ccc(/C=C2\C(=O)N(c3nnc(C)c(=O)[nH]3)N=C2C)cc1` is listed with ? | -17% | -98* | i | 0% | ? | ? | ? | ?

Carrying on.
SMILES | MCF10A rerep | ATXN2 expr inh | IL-1B inflam inh | ATXN viability | KB-V1 cytotox | HT1080 IDH1KD tx | KB-3-1 cytotox | SW480 rerep | HT1080NT lethal
CC(C)c1ccc(NC(=O)CSc2nc(=O)[nH]c3c2CCCC3)cc1 | 14% | 0% | 12 | i | 7% | -10% | -8% | -3% | -7%
CCN(CC)S(=O)(=O)c1ccc2c(c1)nc(SCC(=O)NC1CC1)n2-c1ccccc1OC | 3% | 4% | -9 | i | -22% | -10% | -2% | 0% | -4%
COC(=O)c1cc(C(=O)N2CCN(c3cccc(Cl)c3)CC2)cc([N+](=O)[O-])c1 | ? | -6% | 61 | i | ? | 0.46µM* | 1µM* | 0.73µM* | 0.52µM*
COc1ccc(NC(=O)C(=O)NCCO)cc1Cl | 6% | 8% | 24 | i | ? | 12% | 8% | -2% | 20%
O=C(Cn1cnc2ccccc2c1=O)c1c[nH]c2ccccc12 | 3% | 8% | -21 | i | 0% | -2% | 1% | -15% | -13%
CC(C)(C)OC(=O)[C@H](Cc1ccccc1)NC(=O)c1nc[nH]c1C(=O)N1CCN(c2ccccc2)CC1 | -2% | 4% | 10 | i | 11% | -13% | 25% | -1% | -7%
CCCCCC(=O)Nc1nc(C)c(-c2csc(Nc3cc(Cl)ccc3OC)n2)s1 | -12% | -5% | 15 | i | 9% | -1% | 4% | ? | -3%
COc1cc(OC)cc(-c2nnc(SCC(=O)N3CCCc4ccccc43)o2)c1 | ? | 2% | -3 | i | -24% | -2% | -18% | 5% | -4%
CCCCCCCCN1C(=O)[C@H](CC(=O)NCCCOC)C[C@@]2(C(=O)OC)CC(C)(C)CC=C12 | . | . | -15 | . | -33% | ? | 0% | . | ?
Cc1cccc(N2CCN(c3nc4ccccc4c4nc(-c5ccccc5)nn34)CC2)c1C | . | 7% | . | i | ? | . | 7% | . | .
COc1ccc2nc(SCCC(=O)O)cc(C)c2c1 | -5% | 6% | 31 | i | -3% | 1% | 3% | -44%[inhibitor] | -23%
O=C(NCc1ccco1)c1ccccc1F | -1% | 13% | 9 | i | 15% | 0% | 8% | -1% | 8%
CC(C)CCN(Cc1ccco1)S(=O)(=O)c1ccc(-c2ccc(=O)[nH]n2)s1 | ? | -7% | 0 | i | 1% | -12% | -6% | ? | -1%
COc1ccc(N=C(C)C2=C(O)CSC2=O)cc1 | -14% | 59%[activator] | -5 | i | 14% | 14% | 10% | -17% | -14%
O=C(Cn1cncn1)N/N=C/c1cccc(Cl)c1 | 5% | 22% | 4 | ? | 22% | 14% | 7% | -14% | 10%
C[C@H]1CN([C@@H](C)CO)C(=O)c2cc(NC(=O)NC3CCCCC3)ccc2O[C@H]1CN(C)C(=O)Nc1ccc(C(F)(F)F)cc1 | 10% | 10% | -19 | i | -11% | -5% | 0% | 6% | 0%
O=C(NCc1ccc(F)cc1)c1cc(-c2ccco2)on1 | -2% | 24% | 0 | i | 1% | 3% | -15% | -6% | 1%[9.24 µM]
N#C/C(=C\c1ccccc1)C(=O)OCC(=O)N1CCCC1 | ? | -20% | 31 | i | 14% | 0% | -7% | -66%[inhibitor] | 7%
O=C(N=C1SC2CS(=O)(=O)CC2N1c1ccc(F)cc1F)C1CC1 (stereo unspecified) | -4% | 6% | 3 | i | ? | -1% | -1% | 12% | -3%
O=C(O)c1cccc(N/N=C/c2cccc3ccccc23)c1 | 16% | 27% | 7 | i | 11% | -4% | -2% | 2% | 3%
CC(=O)c1ccc(NC(=S)NC(=O)c2c(Cl)c(C)nn2C)cc1 | 11% | -17% | 29 | i | 6% | 7% | -1% | -5% | 1%
COC(=O)C(C)(C)ONC(=O)Nc1ccccc1Br | ? | 7% | 16 | i | ? | 1% | 7% | -24% | 1%
O=C1CSC(=Nc2ccc(Cl)cc2)N1Cc1ccco1 | ? | 0% | ? | i | -1% | -16% | -3% | 6% | 0%
N/C(Cc1ccc([N+](=O)[O-])cc1)=N\OC(=O)Cc1ccccc1 | -6% | . | 16 | i | 21% | 1% | 0% | 1% | 2%
O=C(NCCCSc1ccccc1)c1cc(Br)ccc1O | ? | -2% | -2 | ? | -6% | 18µM* | -1% | 18% | ?
CCCC(CCC)C(=O)Nc1cccc(-c2cn3cccnc3n2)c1 | . | 0% | . | i | -6% | . | -2% | . | .
COc1cccc(C2C(C#N)=C(N)SC(c3ccccc3)C2[N+](=O)[O-])c1 (stereo unspecified) | 7% | . | 32 | ? | -7% | -3% | 3% | -5% | -1%
Cc1noc(C)c1COC(=O)CCc1nc2ccccc2s1 | -1% | 0% | -1 | i | 24% | 16% | 0% | -5% | 24%
Cc1nc(NC(=O)c2ccco2)sc1C(=O)O | 1% | -9% | 19 | i | 4.6µM* | 23µM* | 13µM* | -9% | 23µM*
CC1CCN(S(=O)(=O)c2ccc(S(=O)(=O)NCc3ccccc3)cc2)CC1 | 6% | -28% | -1 | ? | -3% | 0% | ? | 1% | 19%
CN(CCc1ccccn1)C(=O)c1cc(COc2ccc(F)cc2F)on1 | 5% | -3% | 10 | i | . | -6% | . | 0% | -2%
Cn1c(=O)c2c(n(C)c1=O)=NC1(CCCCC1)ON=2 | 1% | 10% | 2 | ? | ? | 19% | 14% | -10% | 13%
Cc1ccc(-n2cc(CN(C)Cc3nccn3C)c(-c3ccc(F)cc3)n2)cc1 | ? | -18% | -139* | i | -6% | ? | 2% | -2% | ?
O=C(NC12CC3CC(CC(C3)C1)C2)c1cc(F)c(F)cc1Cl | ? | -1% | 2 | i | -1% | -8% | 3% | -4% | -4%
COc1ccccc1CNCCSc1nnnn1C | . | 7% | . | i | 4% | . | -6% | . | .
Cc1ccc([N+](=O)[O-])cc1NC(=O)c1ccccc1 | -12% | -15% | 2 | i | 13% | 0% | -1% | -53% | 4%
COc1ccccc1N=Nc1c(C)noc1C | -1% | -20% | -15 | i | -1% | 14% | 24% | 1% | 3%
Cc1cc(C(F)(F)F)c(C#N)c(SCC(=O)NC2CC2)n1 | -9% | 1% | -17 | i | 7% | 20% | ? | -10% | 11%
